rCAG binder = r(CAG) repeat RNA binding | TO-PRO-1 dye displacement fluorescence | inhibition, % at 3 µM | hit rate 1.3% among 370,000 | AID 651821;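 active = inhibition above the plate cutoff, the mean of all test compounds on that plate plus 3 SD, cut at about 35% in these data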;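 note: 0% = DMSO alone and 100% = 100 µM mitoxantrone as full dye displacement; higher means more dye released from RNA so lower well fluorescence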
LEDGF integ inh = blocks HIV-1 LEDGF/p75-dependent DNA integration; inhibition, % at 3.7 µM; hit rate 0.64% among 370,000; TR-FRET IN-LEDGF/p75 DNA integration, Eu/Cy5;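 active = inhibition above the screen-wide mean plus 3 SD, cut at about 13% in these data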;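 note: signal is the Cy5 over europium emission ratio at 671 and 618 nm; 0% = plate median of compound wells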
TCR CD3 inh = blocks the human TCR-CD3 interaction | TAMRA-labeled TCR probe fluorescence, biochemical | inhibition, % at 9.4 µM | hit rate 0.37% among 360,000; in the data active = inhibition above about 19%;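 note: recombinant mutant TCR 2C K166C tagged with TAMRA read by polarization; 0% = receptor in buffer alone and 100% = receptor with positive control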
GC-B act = GC-B (human) receptor activation | activation, % at 10 µM | hit rate 0.11% among 370,000 | P20594 | AID 1920062 | HEK293-GC-B cells, CNP EC30, cGMP TR-FRET; 0% at EC30 CNP, 100% saturating CNP;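 active = activation at 10 µM reaching about 35% in either raw or pattern-adjusted values, limit read from the data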
HTRA1 inh = HTRA1 (human) protease inhibition | AID 504803 | inhibition, % at 5.96 µM | hit rate 0.5% among 340,000 | recombinant HTRA1, FP-rhodamine activity-based probe, fluorescence polarization | Q92743; in the data active = inhibition above about 36%;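 note: 0% = enzyme with DMSO and 100% = wells lacking enzyme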
Target sequence (Q92743 whole entry, looked up): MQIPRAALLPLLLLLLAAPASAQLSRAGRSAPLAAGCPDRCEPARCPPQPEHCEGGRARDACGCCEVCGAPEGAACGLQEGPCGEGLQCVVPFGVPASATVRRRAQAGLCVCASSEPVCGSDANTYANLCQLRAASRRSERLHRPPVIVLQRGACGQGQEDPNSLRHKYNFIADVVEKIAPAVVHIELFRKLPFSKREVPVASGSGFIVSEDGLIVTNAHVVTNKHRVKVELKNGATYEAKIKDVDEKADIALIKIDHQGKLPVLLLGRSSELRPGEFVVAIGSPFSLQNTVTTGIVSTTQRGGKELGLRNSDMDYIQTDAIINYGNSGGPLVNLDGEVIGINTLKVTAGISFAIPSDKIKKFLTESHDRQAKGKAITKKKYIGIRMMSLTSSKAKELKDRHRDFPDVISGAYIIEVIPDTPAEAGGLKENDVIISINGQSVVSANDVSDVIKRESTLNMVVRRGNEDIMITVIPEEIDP
TDP2 inh = TDP2 (human) inhibition, absorbance primary screen; O95551; recombinant TDP2, T5PNP hydrolysis, p-nitrophenol absorbance 415 nm; inhibition, % at 12.8 µM; hit rate 0.34% among 370,000;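 active = inhibition above the mean of all tested compounds plus 3 SD, set per campaign, cut at about 25% in these data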;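 note: 0% = DMSO with enzyme and 100% = buffer with substrate but no TDP2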
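Assay system: recombinant human TDP2 / Reagent: T5PNP substrate at 5 mM, a TopII-DNA adduct mimic / Measured by: epi absorbance from released p-nitrophenol / Evaluation: % inhibition relative to enzyme-containing and enzyme-free wells / Control set: enzyme-free and DMSO wells / Replicates: each compound tested once, singlicate / Schedule: enzyme reaction with compound for 2 h at 37 °C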
ABHD4 inh = ABHD4 (mouse) inhibition, primary FP screen. Q8VD66. inhibition, % at 8.92 µM. purified mABHD4, FP-Rh probe fluorescence polarization. hit rate 0.54% among 370,000. AID 720543;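 active = inhibition exceeding the mean over every tested compound plus 3 SD, cut at about 30% in these data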;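 note: 0% = plate median of compound wells and 100% = S159A mutant with DMSO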
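Material: mouse ABHD4 enzyme, wild type; Benchmarks: S159A mutant high control, sample median low control; Buffer or medium: HEPES pH 7.0, NaCl, Pluronic buffer; Signal: fluorescence polarization; Read-out: percent inhibition of probe binding, normalized to plate controls; Timing: pre-incubation 45 min, probe exposure 60 min, at 25 °C; Dosing: 8.92 µM, single dose.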
SIAE primary = human SIAE inhibition, primary screen; inhibition, % at 9.66 µM; Q9HAT2; SIAE FP-Rh probe binding, fluorescence polarization; hit rate 0.69% among 370,000; AID 1053197;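 active = inhibition above a cutoff: mean of compounds within the control limits plus 3 SD of those, cut at about 17% in these data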;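 note: 0% = plate median of compound wells and 100% = probe without SIAE protein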
Target sequence (Q9HAT2 whole entry, looked up): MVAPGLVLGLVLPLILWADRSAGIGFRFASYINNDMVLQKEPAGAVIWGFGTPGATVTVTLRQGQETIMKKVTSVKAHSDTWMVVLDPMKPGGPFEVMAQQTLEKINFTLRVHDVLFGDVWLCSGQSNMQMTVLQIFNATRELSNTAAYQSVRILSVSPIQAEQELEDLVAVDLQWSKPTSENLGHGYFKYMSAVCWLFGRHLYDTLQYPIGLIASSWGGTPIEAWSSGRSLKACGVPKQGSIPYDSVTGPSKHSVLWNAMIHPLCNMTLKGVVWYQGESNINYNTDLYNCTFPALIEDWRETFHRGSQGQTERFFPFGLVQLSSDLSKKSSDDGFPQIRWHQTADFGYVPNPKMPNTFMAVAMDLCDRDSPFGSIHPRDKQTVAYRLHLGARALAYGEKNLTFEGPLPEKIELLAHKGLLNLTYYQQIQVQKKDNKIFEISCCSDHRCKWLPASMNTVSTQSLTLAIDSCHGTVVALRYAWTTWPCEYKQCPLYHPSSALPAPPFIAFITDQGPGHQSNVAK
MBD2 DNA inh = blocks human MBD2 binding to methylated DNA | Q9UBB5 | hit rate 0.31% among 370,000 | inhibition, % at 4.4 µM | TR-FRET, MBD2 binding to methylated oligonucleotide; in the data active = inhibition above about 13%
PRMT1 FP inh = blocks human protein arginine methyltransferase 1; hit rate 1.3% among 370,000; recombinant PRMT1, activity-based probe fluorescence polarization; inhibition, % at 2.79 µM;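 active = inhibition above about 21% made by adding two undisclosed values, limit read from the data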
An asterisk follows results filed as active; . = no result given. The list is partial; count on the stated rates, not on these rows.

The opening 3 compounds, ahead of the listing:
SMILES	rCAG binder	LEDGF integ inh	TCR CD3 inh	GC-B act	HTRA1 inh	TDP2 inh	ABHD4 inh	SIAE primary	MBD2 DNA inh	PRMT1 FP inh
CCc1cccc(NC(=O)C2CCN(S(=O)(=O)c3cccs3)CC2)c1	3	0	3	-4	-17	6	-4	-3	1	0
CC(C)C(NC(=O)c1ccccc1)C(=O)OCC(=O)N1CCN(c2ccccc2)CC1 (centres undefined)	2	9	6	0	3	-12	-8	2	3	-1
CCOc1ccc2nc(COC(=O)c3ccco3)c(C(C)=O)[n+]([O-])c2c1	0	1	-8	3	4	4	3	3	-6	-4

This part in full (from the top)
SMILES	rCAG binder	LEDGF integ inh	TCR CD3 inh	GC-B act	HTRA1 inh	TDP2 inh	ABHD4 inh	SIAE primary	MBD2 DNA inh	PRMT1 FP inh
CCc1cccc(NC(=O)C2CCN(S(=O)(=O)c3cccs3)CC2)c1	3	0	3	-4	-17	6	-4	-3	1	0
CC(C)C(NC(=O)c1ccccc1)C(=O)OCC(=O)N1CCN(c2ccccc2)CC1 (centres undefined)	2	9	6	0	3	-12	-8	2	3	-1
CCOc1ccc2nc(COC(=O)c3ccco3)c(C(C)=O)[n+]([O-])c2c1	0	1	-8	3	4	4	3	3	-6	-4
COc1ccc(C(CC(=O)O)NC(=O)c2ccccc2)cc1OC (centres undefined)	1	0	-4	5	-4	-14	0	9	-4	0
CCCS(=O)(=O)N1CCN(c2cc3c(cc2[N+](=O)[O-])n(C)c(=O)n3C)CC1	-2	4	0	-4	1	-2	-1	-3	-8	0
C/C=C/C(=O)N1CCc2cc(S(=O)(=O)N(C)Cc3ccco3)ccc21	6	2	.	2	.	0	2	2	-5	-6
O=S(=O)(NNC(=S)NCC1CCCO1)c1cc(Cl)ccc1Cl (centres undefined)	1	1	-1	-4	-5	-1	1	-6	-2	-2
CCc1ccc(OCC(=O)Nc2ccc3[nH]ncc3c2)cc1	6	-2	6	-2	0	1	-3	2	5	-2
Cc1oc(-c2ccccc2Cl)nc1CSCC(=O)NC1CC1	-4	-2	-6	-4	-4	10	7	-9	0	3
CCn1ncc([N+](=O)[O-])c1C(=O)Nc1c(C)nn(Cc2ccc(F)cc2)c1C	1	-2	-1	5	7	2	-2	4	-2	-5
CC(=O)CCc1oc2ccccc2c1-c1ccccc1	-2	-4	6	-4	-8	-1	2	-2	-6	0
COC1=NC2=NCCN2C(OC)=N1	0	3	-2	0	2	-2	-4	-2	0	-5
CCOc1ccccc1NC(=O)CSc1ccccc1	-2	1	2	-8	-6	0	-2	-3	1	-3
CCOC(=O)c1cc2sccc2n1CC(=O)Nc1ccc(OC)cc1OC	-1	-4	-2	-2	-7	-12	-6	-6	2	1
Cc1ccc(CNCC(=O)Nc2ccc(C)cc2Br)cc1	-6	-1	-7	3	-6	3	2	9	2	1
CN(C)S(=O)(=O)c1ccc(NC(=O)CN2C(=O)NC3(CCCC3)C2=O)cc1	4	-2	3	1	-3	4	-1	3	1	-3
Cc1cc(Cl)c(S(=O)(=O)Nc2ccc3c(c2)OCCO3)cc1OCC(=O)NC1CCCCC1	8	3	-1	-13	-17	4	-2	-6	0	-1
CN(C)CCCNc1nc2cc(-c3ccccc3CO)sc2c(=O)n1C	0	2	0	-6	.	-10	0	-1	-1	-9
CC(C)(O)C#Cc1ncc(C(F)(F)F)cc1Cl	-2	-5	-1	4	2	2	2	0	-1	1
O=C(CCN1CCN(c2ccccn2)CC1)Nc1ccc(F)cc1	-2	0	7	-2	2	-2	0	-2	-4	-4
O=[N+]([O-])c1ccc(Cl)c(/C=N/n2c(COc3ccccc3)n[nH]c2=S)c1	-1	2	7	-11	5	0	-7	10	-1	-2
COc1ccc(C)cc1NC(=O)CN1CCN(S(=O)(=O)c2ccc3ccccc3c2)CC1	2	-4	2	1	2	1	4	-4	-1	-2
CN(C)CC/C=C1\c2ccccc2CSc2ccccc21	0	-6	-2	-22	2	-2	10	2	4	5
CCOC(=O)N1CCN(C(=O)CSc2nnc(-c3ccc(C)c(C)c3)o2)CC1	-1	-6	-10	4	-2	8	-1	2	2	3
COC(=O)c1cc(NC(=O)C2C3C=CC(C3)C2C(=O)O)cc(C(=O)OC)c1 (centres undefined)	0	4	7	4	-4	2	0	3	-4	0
O=C(NCc1ccc2c(c1)OCO2)c1ccc(N2CCCC2=O)cc1	0	1	4	2	3	-7	4	-4	-2	-2
CCOC(=O)c1nc(N/N=C/c2ccccc2)sc1Br	8	0	-2	-5	-9	4	12	-2	3	2
O=C(Nc1nnc([C@H]2C[C@H](O)[C@@H](CO)O2)s1)c1cccc(C(F)(F)F)c1	2	1	0	2	.	2	-2	-1	1	-3
COc1ccc(CCN(C)CCC(=O)Nc2cc(C)ccc2C)cc1OC	-4	3	-3	4	-8	-3	-1	6	-4	-1
O=C(CCN1C(=O)C2C3CCC(C3)C2C1=O)OCC(=O)c1ccc(Cl)cc1 (centres undefined)	-9	-2	3	5	8	-13	2	2	-3	-2
C[C@H](NC(=O)c1ccco1)C(=O)N1CCN(c2ccc(C(F)(F)F)cn2)CC1	-4	1	1	-2	3	10	1	5	-3	2
COc1ccc(CCNC(=O)CSc2nnc(CNc3ccc(Cl)cc3)o2)cc1OC	-4	-2	8	-3	-2	-2	0	-5	2	0
COc1ccc(C2(C)NC(=O)N(CC(=O)N(c3ccccc3)C3CCS(=O)(=O)C3)C2=O)cc1 (centres undefined)	5	-3	0	2	2	1	-6	-1	-3	-2
O=C(c1cc(-c2cccc(O)c2)on1)N1CCN(C(c2ccccc2)c2ccccc2)CC1	15	-2	4	-7	-14	5	-3	-48	1	-1
C[C@H](O)[C@@H](C(=O)N1CCN(C(=O)OC(C)(C)C)CC1)n1cc(CCCCNC(=O)OC(C)(C)C)nn1	-11	-1	0	2	6	8	9	8	-1	-2
CN(C(=O)COC(=O)c1cc(=O)[nH]c2ccccc12)c1ccccc1	-1	-4	-8	2	7	-5	-1	-2	1	6
COc1cc(/C=C/C(=O)OCC(=O)N2CC(=O)Nc3ccccc32)ccc1O	7	-3	-5	-1	13	-10	15	3	1	2
CC(C)Oc1ccc(/C=C(/NC(=O)c2ccccc2)C(=O)NC(Cc2ccccc2)C(=O)O)cc1 (centres undefined)	29	2	-1	6	-3	-2	-4	-1	1	-1
COc1cc(S(=O)(=O)Nc2ccccn2)ccc1F	-2	-3	4	5	2	14	3	8	0	-2
COc1ccccc1C(=O)OCc1cc(=O)n2ccsc2n1	5	5	-1	2	6	-2	-6	5	-8	-3
COCCN1Cc2cccc(C(=O)NCc3ccccn3)c2C1=O	0	-1	-1	2	-1	-4	3	5	0	2
COCCCNC(=O)c1ccc2c(=O)n(Cc3ccc4c(c3)OCO4)c(=S)[nH]c2c1	3	-2	2	-4	-7	-1	-18	-9	-1	-2
Cc1ccc(CCNC(=O)C2CCCN(S(=O)(=O)c3c(C)nn(C)c3C)C2)cc1 (centres undefined)	0	-1	-6	-2	-3	3	3	-1	-1	-1
CC1(C)CC(=O)c2cnc(NC(=O)CSc3nc4ccccc4o3)nc2C1	3	-1	0	-10	2	-3	2	10	-7	-2
CCOC(=O)N1CCN(Cc2nc3c(c(=O)n(C)c(=O)n3C)n2Cc2cccc(C)c2)CC1	-8	1	5	-2	0	-11	4	-11	-2	-4
CCN1C(=O)[C@H]2[C@@H](c3ccc(OC)cc3)N[C@]3(CCCN(CCC(C)C)C3=O)[C@H]2C1=O	0	-12	1	-1	2	3	-2	-5	3	-1
CSc1nc(Oc2ccc(F)cc2F)cc(C(F)(F)F)n1	6	3	1	-10	-7	-10	-6	2	5	1
COc1ccc(N(CC(=O)NCc2ccc(F)cc2)C(=O)c2snc(C(N)=O)c2N)cc1OC	2	-1	-9	-3	-7	-9	-5	-1	3	4
O=S(=O)(NC1CCCC1)c1ccc(F)cc1F	0	-3	-9	-3	1	-1	-2	1	3	6
O=C(Nc1ccc2c(c1)CCC2)c1ncoc1-c1ccccc1F	2	-5	2	1	-44	-10	-5	0	0	13
Cc1cc(NC(=O)CSc2nnc(-c3ccco3)n2Cc2ccccc2)no1	-6	-3	-1	8	-7	0	3	-1	1	0
COc1cccc(-n2c(SCC(N)=O)nnc2-c2ccco2)c1	-4	4	-6	10	0	-9	-4	12	0	-2
COc1ccc(NC(=O)c2cc(-c3ccccc3)nc3c2c(C)nn3-c2ccccc2)c(OC)c1	4	2	1	2	4	4	0	2	-2	-1
COc1ccc(C(=O)N2CCOC2CNC(=O)C(=O)NCc2ccco2)cc1 (centres undefined)	3	4	4	2	9	12	-3	-10	2	-2
CCn1c(SCc2c(Cl)cccc2Cl)nc2nc3c(cc2c1=O)CCCC3	5	-4	-12	-2	-21	-17	-13	-13	4	6
Cc1cc(C(=O)NCc2cccs2)n(-c2ccccc2)n1	3	3	4	7	0	-13	-4	-4	2	-3
C/C(=N\NC(=O)c1ccoc1C)c1ccc(Br)s1	0	1	-4	-2	6	3	-7	-1	-1	1
O=C(NC1CCCCC1)C(c1cccs1)N(Cc1cccs1)C(=O)c1ccco1 (centres undefined)	-1	-1	-6	-9	-26	-7	-22	-8	1	-1
CC(C)[C@H](N)c1nnc2n1N=C(c1ccc(Cl)cc1)CS2	-6	4	1	-7	3	6	0	0	2	-2
O=C(CCN1C(=O)C2CC=CCC2C1=O)Nc1ccccc1Cl (centres undefined)	2	0	7	1	4	5	2	1	-1	3
(cont.)
SMILES	rCAG binder	LEDGF integ inh	TCR CD3 inh	GC-B act	HTRA1 inh	TDP2 inh	ABHD4 inh	SIAE primary	MBD2 DNA inh	PRMT1 FP inh
CCN1C(=O)[C@H]2[C@H]3CN=C(SCc4ccc(Cl)cc4)N3[C@@](C)(C(=O)OC)[C@H]2C1=O	0	-4	-5	1	3	-5	4	1	2	0
Cc1oc(-c2cccc(F)c2)nc1CN1CCCCC1CCn1cccn1 (centres undefined)	-4	-3	-5	0	-1	3	3	-4	3	1
CCOC(=O)c1c(OCC)[nH]c2ccc(O)cc12	3	1	9	-1	7	-7	16	-5	1	-2
Cc1ccc(-c2nn(C)c(=O)c3ccccc23)cc1S(=O)(=O)NCCO	0	0	8	10	-1	8	0	1	1	-3
Cc1ccc(C(=O)N2CCc3ccccc3C2)cc1S(=O)(=O)N1CCOCC1	-10	2	3	-1	2	-8	-2	-3	-6	-1
O=C(COC(=O)/C=C/c1cccc(F)c1)NC1CCCCCC1	0	2	3	-6	-6	9	3	-2	-3	-4
O=C(CNC(=O)c1[nH]cnc1C(=O)N[C@@H](Cc1ccccc1)C(=O)OCc1ccccc1)OCc1ccccc1	6	0	3	9	-42	-3	-65	-47	1	1
CCCCC(C(=O)NC1CCCC1)N(Cc1ccccc1)C(=O)c1snc(C(N)=O)c1N (centres undefined)	-2	-1	0	-22	-18	-12	-1	-2	4	-1
O=c1c2cc(Cl)ccc2nc(-c2ccccc2Cl)n1O	-4	5	-1	-1	7	3	-4	6	4	-3
Cc1ccc([N+](=O)[O-])c(OCCCN2CCCCCC2)c1	-4	1	-2	2	6	6	13	4	3	0
